Myeloid diff 2: induction of myeloid progenitor differentiation, primary screen, cell-based, flow cytometry, MLPCN library. ER-HoxA9 myeloid progenitors, lysozyme-GFP differentiation. calls only at 10 µM. 360,000 compounds, 1% hits. AID 624256, 2012;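 active means normalized GFP-positive differentiation at or above the plate's own cutoff, the solvent-only control mean plus 3 SD; inconclusive means no clear call, values can overlap the other calls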;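 further: cells exposed to compound for four days before flow analysis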
LYP inhibition: inhibitors of LYP phosphatase, biochemical, fluorescence intensity, uHTS (AID 1779). Tyrosine-protein phosphatase non-receptor type 22 (Homo sapiens). recombinant LYP phosphatase, fluorescence intensity; higher % means a stronger effect. inhibition, % at 11.5 µM; hits with a dose series show IC50 in µM. 290,000 compounds, 0.054% hits; in the data active means inhibition above about 50%;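 further: plate controls were vehicle with enzyme for no effect and no enzyme for full effect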
Myeloid diff 2 GFP+ MAC1+ %: recorded beside Myeloid diff 2, whose call it bears; GFP+ MAC1+ double positive, %; measured here: differentiation confirmed by MAC1 staining
The depositor's hits bear a star; i = inactive; u = inconclusive; x = no result given; + = active, no number. Some of the compounds tested. The share of hits here may be higher or lower than overall.

Results follow in this order: Myeloid diff 2 | Myeloid diff 2 GFP+ MAC1+ % | LYP inhibition
1) Cc1c(C)c2c(OCC(=O)N3CCC(C(N)=O)CC3)cc3c(c2oc1=O)CCC(C)(C)O3
→ i | 1.7 | -26.5%
2) CC(=O)Nc1ccc(NC(=O)[C@@H](NC(=O)N2C[C@H]3C[C@@H](C2)c2cccc(=O)n2C3)C(C)C)cc1
→ i | 2.5 | -12.9%
3) Cc1ccc(S(=O)(=O)N2CCCC2C(=O)NCc2ccncc2)cc1 (configuration not stated)
→ u | x | -10.6%
4) CCOc1ccccc1N(CC(=O)N1CCc2ccccc2C1)S(C)(=O)=O
→ i | 0.5 | -8.8%
5) C[C@@H]1CN(C(=O)c2nc3ccc(Cl)cn3c2CN(C)CCc2cnn(C)c2)C[C@H](C)O1
→ i | 1.5 | -6.5%
6) Cc1ccc(C(=O)CCS(=O)(=O)c2ccc(Cl)cc2)cc1
→ + | 4.7* | -9.3%
7) C=CCn1c(C)c(/C=C/c2cc[n+](C)cc2)c2ccccc21
→ + | 62.8* | -7.8%
8) Cc1ccc2[nH]c(C(=O)N/N=C/c3ccc([N+](=O)[O-])cc3)c(C)c2c1
→ i | 2.1 | -2.2%
9) CCOCCCNC(=O)c1ccc2c(c1)N(CC)C(=O)c1ccccc1S2=O (configuration not stated)
→ i | 0.3 | -4.4%
10) O=C(O)c1ccc(COc2ccc([N+](=O)[O-])cc2)o1
→ i | 0.7 | -7.8%
11) O=C(NCCc1cnc[nH]1)c1cccs1
→ i | 1.2 | -8.2%
12) O=[N+]([O-])c1cccc(-c2nnc3cccc(Cl)n23)c1
→ i | 0.5 | -2.6%
13) Cc1ccc(COC(=O)c2ccc3ccccc3n2)cc1
→ i | 0.6 | -4.0%
14) Cc1ccc(CCNS(=O)(=O)c2cc3c(cc2C)n(C)c(=O)c(=O)n3C)cc1
→ i | 4.8 | -8.1%
15) Cc1cc(C)cc(N=C2NC(=O)CS2)c1
→ i | 0.3 | -5.4%
16) OCC1(Cc2ccc(F)cc2)CCCN(CCc2ccccc2)C1 (configuration not stated)
→ i | 0.2 | -6.7%
17) CC(C)(C)OC(=O)NC(Cc1ccccc1)C(=O)N1CCCC1C(=O)O (configuration not stated)
→ i | 0.5 | -5.4%
18) CC1C(=O)C(C)C(c2cc(Cl)ccc2O)NC1c1cc(Cl)ccc1O (configuration not stated)
→ i | 0.8 | -1.5%
19) Cc1nnc(SCC(=O)NNC(=O)COc2ccc(Cl)cc2)n1C
→ i | 4.8 | -8.0%
20) O=Cc1ccc(Oc2nc(Cl)ncc2F)cc1
→ i | 0.1 | -10.0%
21) COc1ccc(CNS(=O)(=O)c2c(C)[nH]c(C)c2C(=O)N2CCCC2)cc1
→ i | 1.2 | -11.4%
22) Cc1ccc(NC(=O)C(OC(=O)c2cnc(C)cn2)c2ccccc2)c([N+](=O)[O-])c1 (configuration not stated)
→ i | 3.6 | -11.3%
23) CCN(CC)S(=O)(=O)c1cccc(C(=O)Nc2cc(C)on2)c1
→ i | 0.1 | -8.5%
24) CC1CCCC(C)N1S(=O)(=O)c1ccc(NC(=O)CNC2CCCC2)cc1 (configuration not stated)
→ i | 0.7 | -5.1%
25) Nc1c(-c2ccc3c(c2)OCCO3)oc2ccccc2c1=O
→ i | 0.4 | -5.6%
26) CC(C)c1ccc(NC2CCCN(C(=O)c3ccoc3)C2)cc1 (configuration not stated)
→ i | 0.0 | -10.9%
27) CCSc1nnc(NC(=O)c2c(C)noc2C)s1
→ i | 1.2 | -6.3%
28) O=C(O)/C(=C\c1ccccc1OC(F)F)c1ccc(-c2ccccc2)cc1
→ i | 1.8 | 3.7%
29) COc1cc(OC)cc(C(=O)NC2CCCCCCC2)c1
→ i | 0.6 | -1.4%
30) COc1ccc(CNC(=O)CSc2nc3ccccc3n2C(C)=O)cc1
→ i | 0.4 | -8.6%

Another view of part of the listing above:
(26) CC(C)c1ccc(NC2CCCN(C(=O)c3ccoc3)C2)cc1 (configuration not stated)
(19) Cc1nnc(SCC(=O)NNC(=O)COc2ccc(Cl)cc2)n1C
(24) CC1CCCC(C)N1S(=O)(=O)c1ccc(NC(=O)CNC2CCCC2)cc1 (configuration not stated)
(27) CCSc1nnc(NC(=O)c2c(C)noc2C)s1
assay / entry	26	19	24	27
Myeloid diff 2	i	i	i	i
Myeloid diff 2 GFP+ MAC1+ %	0.0	4.8	0.7	1.2
LYP inhibition	-10.9%	-8.0%	-5.1%	-6.3%

Later entries.
Results follow in this order: Myeloid diff 2 | Myeloid diff 2 GFP+ MAC1+ % | LYP inhibition
31) Cc1ccc(N(CC(=O)NCC2CCCO2)C(=O)CNS(=O)(=O)c2ccc(Cl)cc2)cc1 (configuration not stated)
→ i | 0.7 | -3.4%
32) O=C1CCN(Cc2cccnc2)CCN1[C@H](CO)Cc1ccccc1
→ i | 0.9 | -8.1%
33) O=C(NC1CCN(S(=O)(=O)c2ccc(F)cc2)CC1)c1ccccc1
→ i | 0.6 | -4.2%
34) CN1C2CCC1CC(NC(=O)c1cc(Cl)cc3[nH]cnc13)C2 (configuration not stated)
→ i | 0.4 | -6.2%
35) O=C(NNC(=O)c1ccccc1C(=O)O)c1cc2ccccc2o1
→ i | 5.8 | -11.9%
36) O=C(CCC(=O)Nc1ccccc1Cl)NN=C1CCCC1
→ i | 0.3 | -11.1%
37) C=CCOc1ccc(C(c2c(C)n(C)n(-c3ccccc3)c2=O)c2c(C)n(C)n(-c3ccccc3)c2=O)cc1
→ i | 0.7 | 6.3%
38) CC(C)N1CCN(S(=O)(=O)c2ccc3ccccc3c2)CC1
→ i | 1.3 | -2.2%
39) C=CCn1c(SCC(=O)NCC2CCCO2)nc2scc(-c3ccccc3)c2c1=O (configuration not stated)
→ i | 0.7 | -7.0%
40) CCOc1ccc(N=C2C(=O)Nc3ccc(C)c(Br)c32)cc1
→ i | 0.6 | 4.4%
41) Cc1cc(-c2ccc(C(C)C)c(S(=O)(=O)N3CCN(c4ccccn4)CC3)c2)on1
→ u | x | 0.0%
42) CSc1ccc(/C=N/n2c(COc3ccccc3)n[nH]c2=S)cc1
→ i | 0.4 | 4.5%
43) NS(=O)(=O)c1ccc2nc(NC(=O)CS(=O)(=O)c3ccc(F)cc3)sc2c1
→ i | 6.4 | -6.1%
44) Nc1nc(SCCO)[nH]c(=O)c1NC(=O)c1ccc(Br)o1
→ i | 0.1 | -3.9%
45) COc1cccc(C(C(=O)NC2CCCC2)N(C(=O)CNC(=O)c2ccco2)c2cccnc2)c1 (configuration not stated)
→ i | 0.1 | -6.1%
46) O=C(NCc1ccccc1)C1CCN(S(=O)(=O)c2ccc(N3CCCC3=O)cc2)CC1
→ i | 0.0 | -7.5%
47) CCC(=O)N1CCc2cc(Br)cc(S(=O)(=O)N3CCC(C(=O)NC(C)C)CC3)c21
→ i | 1.4 | 0.2%
48) Cn1ccnc1SCC(=O)Nc1ccc([N+](=O)[O-])cn1
→ i | 1.4 | -6.6%
49) CC(CCc1ccccc1)NC(=O)COC(=O)c1ccc(F)cc1 (configuration not stated)
→ i | 0.2 | -6.6%
50) Cc1coc2cc3oc(=O)c(CCC(=O)NCc4ccccn4)c(C)c3cc12
→ i | 1.4 | -6.5%
51) CC1CCN(S(=O)(=O)c2ccc3c(c2)N(CC(=O)NCCCOC(C)C)C(=O)CO3)CC1
→ i | 8.2 | -10.9%
52) CC(=O)Nc1ccc(S(=O)(=O)N2CCC(C(=O)NCCC(=O)NCc3ccccc3)CC2)cc1
→ i | 0.2 | -11.9%
53) NS(=O)(=O)c1ccc2nc(NC(=O)c3ccc4ncsc4c3)sc2c1
→ i | 1.0 | -11.4%
54) CNC(=O)c1cc(S(=O)(=O)N2CC(C)OC(C)C2)ccc1N1CCCCC1 (configuration not stated)
→ u | x | -8.4%
55) CCOc1ccccc1NC(=O)CN1CCC(NC(=O)Nc2ccccc2)CC1
→ i | 1.4 | -7.8%
56) COCCNC(=O)/C(C#N)=C/c1c(N2CCN(c3ccccc3)CC2)nc2ccccn2c1=O
→ i | 0.2 | -23.8%
57) CCC(=O)NCC(c1cccs1)S(=O)(=O)c1ccc(C)cc1 (configuration not stated)
→ i | 2.5 | -11.4%
58) O=C(c1ccccc1)n1c(=O)c(F)cn(COCCBr)c1=O
→ u | x | -2.7%
59) CC(C)C[C@@H](CC#N)N1CCN(Cc2ccccc2)CCC1=O
→ i | 1.9 | -11.2%
60) Cc1ccc2cc3cc(C(=O)NCCCN4CCCC4)oc3nc2c1
→ i | 7.7 | -13.3%
61) O=C(c1ccc2c(=O)n(Cc3ccccc3)c(=S)[nH]c2c1)N1CCOCC1
→ i | 2.9 | -5.8%
62) O=C(Nc1cccc(NC(=O)C2CCCO2)c1)C1CCCO1 (configuration not stated)
→ i | 0.8 | -10.0%
63) CC(=O)N1CCN(c2ccc(NC(=O)c3ccccc3)cc2)CC1
→ i | 0.4 | -6.8%
64) CS(=O)(=O)Nc1ccc(-c2ccc(/C=C3\SC(N)=NC3=O)o2)cc1
→ i | 0.9 | -8.5%
65) O=C(NCC(=O)N1CCC(Cc2ccccc2)CC1)c1ccc(Cl)cc1
→ i | 0.0 | -2.1%
66) Cc1ccc(Cl)cc1N1CCN(C(=O)CCS(=O)(=O)c2ccc3c(c2)NC(=O)CO3)CC1
→ i | 3.5 | -13.3%
67) COc1cc(C2Nc3ccccc3C(=O)N2NS(C)(=O)=O)c([N+](=O)[O-])cc1OC (configuration not stated)
→ i | 0.6 | -3.9%
68) Cc1cc(NC(=O)CCC(=O)N(c2ccccc2)C(C)C(=O)NC2CCCC2)no1 (configuration not stated)
→ i | 1.8 | -10.0%
69) NS(=O)(=O)c1ccc(CCNC(=O)CNC(=O)c2ccc(F)cc2)cc1
→ i | 3.7 | 1.7%
70) O=C(Nc1nc2ccccc2n1CCN1CCOCC1)c1ccc(Cn2cc([N+](=O)[O-])cn2)o1
→ i | 0.9 | -2.4%
71) COc1ccc(C(=O)CCS(=O)(=O)c2ccc(C)cc2)cc1OC
→ u | x | -7.3%
72) O=C(Nc1c2c(nn1-c1ccccc1)CS(=O)(=O)C2)c1ccccc1Br
→ i | 4.2 | -2.2%
73) Cc1cc(C)c(S(=O)(=O)N2CCCC(C(=O)N3CCOCC3)C2)c(C)c1 (configuration not stated)
→ i | 0.7 | -3.6%
74) c1cnc(N2CCN(c3ccc4ccccc4n3)CC2)nc1
→ i | 1.1 | -12.5%
75) CC1CCN(C(=O)CCNS(=O)(=O)c2ccc3c(c2)oc(=O)n3C)CC1
→ i | 2.7 | -4.5%
76) COc1cc(/C=C/C(=O)OCc2cn3cc(Cl)ccc3n2)ccc1O
→ i | 0.8 | 1.5%
77) CSc1ccc(C(=O)C2CCCN(C(=O)CCc3cnn(C)c3)C2)cc1 (configuration not stated)
→ i | 0.5 | -7.4%
78) O=C(Cn1cnnn1)NC1CCCN(Cc2ccccc2F)C1 (configuration not stated)
→ i | 1.3 | -6.9%
79) COc1ccc(CCNC(=O)CCS(=O)(=O)c2ccc3c(c2)oc(=O)n3C)cc1OC
→ i | 0.5 | -12.5%
80) Cc1cc(C)c(S(=O)(=O)c2ccc(F)cc2C)c(=O)[nH]1
→ i | 0.5 | -3.3%
81) CCn1c(=S)sc2c(=O)[nH]c(SCC(=O)Nc3cc(OC)ccc3OC)nc21
→ i | 1.7 | 0.5%
82) COc1ccc(-c2cc(=O)oc3cc(OCC(=O)NCC(O)c4ccccc4)ccc23)cc1 (configuration not stated)
→ i | 2.8 | -9.4%
83) O=C(Nc1ccnn1C1CCN(C/C=C/c2ccccc2)CC1)c1ccccc1Cl
→ i | 0.4 | -6.1%
84) CCN(Cc1ccc(NC(C)=O)cc1)CC1CCCN(CCc2cccc(OC)c2)C1 (configuration not stated)
→ i | 0.1 | -11.7%
85) O=C(NNC(=O)c1ccc(Cn2cccn2)o1)NC12CC3CC(CC(C3)C1)C2
→ i | 0.6 | -8.6%
86) COc1ccc(CNC(=O)CCNC(=O)N2CCn3c2nc2ccccc23)cc1
→ i | 2.4 | -14.8%
87) O=C(Cn1cc([N+](=O)[O-])cn1)NC1CCCCCC1
→ i | 0.6 | -4.1%
88) COc1cccc(CNC(=O)c2nnn(CC(=O)Nc3cc(C)ccc3C)c2N)c1
→ i | 1.3 | -12.5%
89) COc1cc(/C=N/NC(=O)c2ccncc2)c([N+](=O)[O-])cc1OC
→ i | 0.0 | -6.6%
90) COc1cccc(OCc2cc(C(=O)NC(C)c3cnn(C)c3C)no2)c1 (configuration not stated)
→ i | 0.0 | -6.5%

Following part:
Results follow in this order: Myeloid diff 2 | Myeloid diff 2 GFP+ MAC1+ % | LYP inhibition
91) COCCN1C2=C(C(=O)CC(C)(C)C2)C(c2ccc(O)c(OC)c2)C2=C1CC(C)(C)CC2=O
→ i | 0.1 | -5.0%
92) CC(c1ccccc1)n1c(N2CCN(C)CC2)nc2c1c(=O)[nH]c(=O)n2C (configuration not stated)
→ i | 0.1 | -0.2%
93) CC(=O)Nc1ccc(-c2nc3cc(Cl)ccc3o2)cc1
→ i | 0.7 | -10.9%
94) O=C(Cn1c(=O)[nH]c2ccccc2c1=O)Nc1ccc2c(c1)OCCO2
→ i | 0.0 | -11.0%
95) O=C(Nc1ncccn1)c1ccc([N+](=O)[O-])cc1Cl
→ i | 0.5 | -5.0%
96) COc1ccc(CCNC(=O)C2CCCN2C(=O)Nc2ccc(Cl)cc2)cc1OC (configuration not stated)
→ i | 0.5 | -11.2%
97) COc1ccc2oc(C(=O)OCC(=O)NC3CC3)c(C)c2c1
→ i | 1.3 | -10.1%
98) CCC1CCCCN1CCCNC(=O)c1ccc2c(=O)n(CCOC)c(=O)[nH]c2c1 (configuration not stated)
→ i | 3.0 | -9.8%
99) O=C(NC(Cc1ccccc1)C(=O)O)/C(=C/c1ccccc1)NC(=O)c1ccco1 (configuration not stated)
→ i | 1.9 | -8.2%
100) CCCCC1CCC(C(=O)N(CCCC)c2c(N)n(CCCC)c(=O)[nH]c2=O)CC1 (configuration not stated)
→ i | 2.1 | -8.1%

Screening results (PubChem BioAssay)
